Screens: PubChem, Sanford-Burnham Center for Chemical Genomics
APJ ag = agonists of human APJ apelin receptor; CHO-K1 APJ PathHunter beta-arrestin, luminescence; 0% DMSO wells, 100% apelin; activation, % at 20 µM; hit rate 0.11% among 330,000; AID 2520;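 active means activation more than six SD over the plate average, tested at 20 µM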;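 further: 0% = DMSO alone and 100% = apelin-13 at 10 nM; some results filed as inactive read as strong as hits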
Target sequence (P35414 whole entry, looked up): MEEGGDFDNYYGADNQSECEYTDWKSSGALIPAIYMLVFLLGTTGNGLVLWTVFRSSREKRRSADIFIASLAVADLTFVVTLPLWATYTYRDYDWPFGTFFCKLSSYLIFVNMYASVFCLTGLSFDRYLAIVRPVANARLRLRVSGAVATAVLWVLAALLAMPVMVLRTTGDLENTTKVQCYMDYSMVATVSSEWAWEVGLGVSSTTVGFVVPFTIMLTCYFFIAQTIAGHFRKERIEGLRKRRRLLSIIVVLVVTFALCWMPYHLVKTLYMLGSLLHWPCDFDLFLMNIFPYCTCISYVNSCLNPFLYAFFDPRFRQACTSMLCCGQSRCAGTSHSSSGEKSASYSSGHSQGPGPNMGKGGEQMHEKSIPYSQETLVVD
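Material: CHO-K1 APJ beta-arrestin complementation cell line; Input: cell density 1000 per well; Incubation: compound stimulation 90 min at 25 °C, detection 60 min; Signal: luminescence from split beta-galactosidase complementation, Galacton Star/Emerald II substrate; Controls: DMSO-only wells as negative, 10 nM Apelin-13 as positive control.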
tim23-1 inh = inhibits growth of tim23-1 mutant yeast; hit rate 1.3% among 330,000; S. cerevisiae tim23-1 growth, BacTiter-Glo luminescence, 24 h; AID 463212; inhibition, % at 20 µM;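 active means growth inhibition of the mutant yeast at or above 50%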;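 further: temperature-sensitive mutant grown at 25 °C; plate controls were DMSO-treated mutant yeast for no effect and medium wells lacking yeast for full effect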
NR3A LBD binder = NR3A (human) ligand-binding domain modulation; hit rate 2.5% among 340,000; NR3A LBD differential scanning fluorimetry, Tm shift; 0% = protein alone, 100% = glycine-bound protein; Tm shift relative to glycine control, % at 25 µM;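 active means melting temperature shift of at least 10% of the positive control shift, at one fixed dose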
NALP3 yeast inh = inhibitors of NALP3 inflammasome in yeast | Yeast reconstituted NLRP3/ASC/caspase-1, beta-gal luminescence, 24 h | inhibition, % at 10 µM | hit rate 0.39% among 330,000 | AID 2825;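 active means inhibition of 50% or more; inactive means inhibition below 50%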;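 further: plate controls were induced DMSO wells for no effect and uninduced yeast grown without galactose for full effect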
beta cell repl = MIN6 beta-cell proliferation induction. AID 2380. hit rate 0.29% among 330,000. MIN6 cells proliferation, ATPlite luminescence, 48 h; cells starved in 0.2% serum; 100% = growth in 10% serum. proliferation, % at 10 µM;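 active means compounds whose signal lies at least 3.5 SD above the mean of all wells on their plate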;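 further: 0% = DMSO-treated cells in low-serum medium and 100% = 10% serum control; some compounds called inactive have numbers as strong as hits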
MPTP block = blocks calcium-induced mitochondrial swelling | isolated mouse mitochondria, Ca2+ swelling absorbance, 30 min | inhibition, % at 10 µM | hit rate 1.4% among 360,000 | AID 602449;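 active means inhibition of 50% or more, scaled per plate between neutral and stimulator controls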;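 further: 0% = DMSO wells given calcium and 100% = 1 mM EGTA wells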
tim10-1 inh = tim10-1 yeast growth inhibition | inhibition, % at 20 µM | hit rate 2.2% among 330,000 | S. cerevisiae tim10-1 ts strain growth, BacTiter-Glo, 24 h;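 active means inhibition of at least 40%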;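 further: mutant grown at 25 °C; 0% = DMSO wells with yeast and 100% = wells holding no yeast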
TIM10 inh = growth inhibitors of TIM10 yeast strain; AID 463195; inhibition, % at 10 µM; S. cerevisiae TIM10 strain growth, BacTiter-Glo luminescence, 24 h; hit rate 1.4% among 330,000;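 active means inhibition of 40% or more at the single tested concentration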;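 further: wild-type TIM10 isogenic control strain grown at permissive 25 °C; 0% = DMSO yeast wells and 100% = minimal medium wells without yeast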
APJ antag = antagonists of human APJ apelin receptor. P35414. CHO-K1 APJ beta-arrestin complementation, luminescence. inhibition, % at 20 µM. hit rate 0.32% among 330,000;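 active means inhibition above about 40% at 20 µM, limit read from the data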;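 further: cells challenged with 10 nM apelin-13 agonist together with compound; plate controls were apelin-13 plus DMSO wells for no effect and DMSO wells lacking apelin-13 for full effect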
Numbers without * were called inactive; & = joins results of further samples. Not a hit list (roughly 7.2% active in at least one column).

entry	SMILES	APJ ag	tim23-1 inh	NR3A LBD binder	NALP3 yeast inh	beta cell repl	MPTP block	tim10-1 inh	TIM10 inh	APJ antag
1	O=S(N1CCCCC1)C12CC3CC(CC(C3)C1)C2 (stereo not drawn)	-3	33	-3	-5	2	-0.5	23	23	-2
2	CC1(C)Cc2c(cnn2-c2ccccc2)C(NC(=O)CCCn2cncn2)C1 (stereo not drawn)	-2	3	2	17	4	0.3	3	8	10
3	COc1cc(/C=N\NC(C)=O)ccc1OC/C=C/c1ccccc1	9	37	-2	15	-3	-0.1	21	8	-14
4	CCOc1ccc(C=NC23CN4CN(CN(C4)C2)C3)cc1	1	4	1	9	-1	-1.8	10	7	1
5	COc1ccc(S(=O)(=O)N2CCN=C2SCc2cccc(C)c2)cc1	-5	9	3	21	-4	5.8	18	-8	1
6	CC(=O)Nc1ccc(C(=O)OCC(=O)Nc2c(F)cccc2F)cc1	-3	10	-2	13	1	1.1	0	6	2
7	COc1ccc(C(=O)Nc2nncs2)cc1S(=O)(=O)N1CCOCC1	-1	5	-2	3	-1	-0.7	12	-11	8
8	Cc1cc(NC(=O)c2ccc(Cl)cc2Cl)no1	1	-6	2	6	-4	-0.3	-7	-4	5
9	COC(=O)CSc1nsc(SCC(=O)OC)n1	-2	21	1	14	-4	0.1	10	0	-48
10	CC(=O)OCn1nnc2ccccc2c1=O	-4	10	-1	-4	-4	-3.5	9	2	22
11	Nc1cc(=O)[nH]c(SCC(=O)Nc2cccnc2Cl)n1	0	6	1	23	0	0.0	7	-12	-9
12	Cc1sc(NC(=O)c2c(F)cccc2F)nc1-c1ccccc1	-2	32	-1	35	-3	0.2	20	12	-1
13	CCN(CC)C(=O)CN(c1cc2c(cc1OC)oc1ccccc12)S(=O)(=O)c1ccc(C)cc1	-2	24	-2	13	-2	3.2	37	20	5
14	CCN(CC(=O)NC1CCS(=O)(=O)C1)S(=O)(=O)c1c(C)c(C)cc(C)c1C (stereo not drawn)	3	7	1	16	3	-2.3	6	-7	3
15	CN(c1ccc(O)cc1)S(=O)(=O)c1ccc2ccccc2c1	3	51*	-3	45	-3	-1.3	-13	2	-8
16	CCn1c(CNC(=O)c2ccccc2Br)nnc1SCC(=O)NC1=NCCS1	-3	0	-1	14	-4	1.0	-17	7	12
17	CN(C)c1cccc2c(S(=O)(=O)NCc3ccc(S(N)(=O)=O)cc3)cccc12	8	8	0	12	-3	4.2	-2	-20	-26
18	CCc1noc(C)c1C(=O)N1CCN(S(=O)(=O)c2cccc(C(F)(F)F)c2)CC1	-2	0	0	10	0	-2.2	8	1	8
19	COc1ccccc1C(=O)NC(=O)COC(=O)CNC(=O)c1ccc(Cl)cc1Cl	-3	7	0	-4	9	0.0	-1	1	19
20	COc1ccc2ccc(O)c(CN3CCN(S(=O)(=O)c4cc([N+](=O)[O-])ccc4C)CC3)c2c1	3	19	-5	4	0	-1.5	19	15	4
21	CC1=CC2=NC(=O)/C(=C\c3ccc(-c4cccc(Cl)c4)o3)C(=N)N2O1	-1	-30	22*	14	-5	-6.3	-15	-2	6
22	Cc1cccc(-c2nc(CS(=O)CC(=O)NCc3cccs3)c(C)o2)c1 (stereo not drawn)	-1	4	-2	5	2	-0.1	10	7	18
23	O=C(CSc1ncnc2c1cnn2-c1ccccc1)NC1CCS(=O)(=O)C1 (stereo not drawn)	-2	7	1	13	-1	0.2	8	10	12
24	O=S(=O)(NCc1ccccc1Cl)c1ccc(-n2cccn2)cc1	4	39	-2	-2	-3	0.3	21	9	5
25	CC(OC(=O)c1ccccc1NS(=O)(=O)c1cccc(C(F)(F)F)c1)C(=O)N(C)Cc1ccccc1 (stereo not drawn)	1	25	-25	-6	-5	3.9	20	27	16
26	Cc1ccc(NC(=O)CCN2C(=O)C3CC=CCC3C2=O)cc1Cl (stereo not drawn)	-3	-17	-12	21	-1	-0.2	-20	-26	12
27	CCOC(=O)N1CCN(C(=O)C(CC(C)C)NS(=O)(=O)c2ccc(C)cc2)CC1 (stereo not drawn)	0	7	2	-3	2	0.3	3	-1	-4
28	CCOC(=O)c1ccc(NC(=O)c2cc(F)c(F)cc2Cl)cc1	-1	26	2	9	-4	-1.0	-47	-21	-2
29	CC(C)OC(=O)c1cc2c(=O)[nH]c(C(Cl)(Cl)Cl)nc2o1	-3	0	-2	11	-2	-0.2	2	-1	4
30	COc1ccc(N2CCN(C(=S)NC(=O)c3cccs3)CC2)c([N+](=O)[O-])c1	-3	53*	-3	17	-2	10	35	19	16
31	COc1ccc(C)cc1NC(=O)CNC(c1ccccc1)c1ccccc1	2	19	1	15	-3	-0.3	21	3	0
32	CCOC(=O)[C@@H]1[C@H]2COc3ccccc3[C@@H]2N2C(=O)N(c3cccc(Cl)c3)C(=O)[C@]12C	6	44	1	-5	-5	1.0	32	38	20
33	O=C(COC(=O)CCC(=O)c1ccc(Cl)cc1)NCc1ccco1	0	10	0	8	-2	-0.3	2	-10	-13
34	CCCN1CCC(NC(=S)Nc2ccc(OC)c(OC)c2)CC1	-3	-18	-4	6	4	-2.0	-13	-10	29
35	Cc1cccc(C)c1NC(=O)CNC(=O)C(C)N1CCN(c2cccc(Cl)c2)CC1 (stereo not drawn)	-5	3	2	3	-4	-1.0	-3	6	-2
36	CCC(=O)NC(c1ccc([N+](=O)[O-])cc1)c1c(O)ccc2ccccc12 (stereo not drawn)	-1	14	-6	11	-2	36	0	1	-15
37	Cc1ccc(S(C)(=O)=O)cc1C(=O)N1CC(C(N)=O)Oc2ccccc21 (stereo not drawn)	-1	-4	-2	16	1	-0.4	-18	2	2
38	COC(=O)Nc1ccc2c(c1)N(C(=O)CCN1CCOCC1)c1ccccc1S2	-5	7	7	-16	-2	-0.5	-15	-3	17
39	COC(=O)CNc1ccc2c(c1)OCO2	-3	1	0	18	-1	0.2	2	12	-12
40	C[n+]1c2n(c3ccccc31)N=C(c1ccccc1)CS2	-4&-8	6&12	4&4	12&10	-6&-6	-4.7&1.6	-7&13	12&16	14&18
41	CNC(=O)c1cc(C(=O)c2ccccc2C(F)(F)F)c[nH]1	-2	12	1	10	1	2.6	-2	3	-6
42	COc1cccc(C(=O)/C(C#N)=N/Nc2cccc(-c3ccnc(C)n3)c2)c1	-4	19	0	24	-3	37	18	6	13
43	O=C(O)c1c(Cl)c(Cl)c(Cl)c(Cl)c1C(=O)N1CCOCC1	-3	-4	0	-7	-4	-1.0	6	-10	9
44	O=C1C2CCCN2C(=O)N1CCCCN1CCN(c2ccc(F)cc2)CC1 (stereo not drawn)	-4	-9	-8	11	-1	0.7	1	-18	-11
45	O=C(CCCCCN1C(=O)CCC1=O)Nc1ccc(Br)cc1F	-2	3	11*	19	-2	0.0	-1	1	5
46	CCOC(=O)c1c(NC(=O)C(=O)N/N=C/c2ccc(O)c(OC)c2)sc2c1CCCCC2	3	28	-1	4	3	32	32	16	-14
47	CCN1CCN(C(c2ccccc2)c2sc3nc(C)nn3c2O)CC1 (stereo not drawn)	-4	-7	-3	6	-2	-0.2	-6	-6	4
48	COc1cc2c(N3CCOCC3)cc(O)c(CC(=O)Nc3ccccc3)c2cc1OC	-5	-6	-1	13	-1	0.3	24	0	-5
49	Oc1ccc(NCc2ccccc2OCc2ccccc2F)cc1	11	45	-12	39	-4	0.6	17	23	-9
50	O=C(NCCc1nc2ccc(Cl)cc2[nH]1)C1CCC(=O)N(Cc2cccc(F)c2)C1 (stereo not drawn)	-5	-3	-4	9	-1	0.2	-4	2	13

The last two entries of the part above are carried over, then new ones follow:
entry	SMILES	APJ ag	tim23-1 inh	NR3A LBD binder	NALP3 yeast inh	beta cell repl	MPTP block	tim10-1 inh	TIM10 inh	APJ antag
49	Oc1ccc(NCc2ccccc2OCc2ccccc2F)cc1	11	45	-12	39	-4	0.6	17	23	-9
50	O=C(NCCc1nc2ccc(Cl)cc2[nH]1)C1CCC(=O)N(Cc2cccc(F)c2)C1 (stereo not drawn)	-5	-3	-4	9	-1	0.2	-4	2	13
51	CN(C)CC(=O)N1CCc2ccccc2C1	-1	1	0	9	-3	0.2	-15	-15	-13
52	COC(=O)C1=C(N)OC2=C(C(=O)CC(C)(C)C2)C1c1ccccc1OCC#N (stereo not drawn)	-4	22	-2	3	0	-1.5	17	7	4
53	O=C(CCS(=O)(=O)c1ccc(Br)cc1)NC1CCCC1	-4	23	0	-5	-2	-0.5	6	-13	-25
54	CCOCCCN(CCC#N)S(=O)(=O)c1ccc(S(=O)(=O)N2CCCC2)cc1	-1	0	-1	-16	1	0.5	-1	0	-3

Some of the entries above, reformatted:
52	COC(=O)C1=C(N)OC2=C(C(=O)CC(C)(C)C2)C1c1ccccc1OCC#N (stereo not drawn)
  APJ ag = -4
  tim23-1 inh = 22
  NR3A LBD binder = -2
  NALP3 yeast inh = 3
  beta cell repl = 0
  MPTP block = -1.5
  tim10-1 inh = 17
  TIM10 inh = 7
  APJ antag = 4

53	O=C(CCS(=O)(=O)c1ccc(Br)cc1)NC1CCCC1
  APJ ag = -4
  tim23-1 inh = 23
  NR3A LBD binder = 0
  NALP3 yeast inh = -5
  beta cell repl = -2
  MPTP block = -0.5
  tim10-1 inh = 6
  TIM10 inh = -13
  APJ antag = -25

4 compounds already listed, sorted by molar mass, falling:
entry	SMILES	APJ ag	tim23-1 inh	NR3A LBD binder	NALP3 yeast inh	beta cell repl	MPTP block	tim10-1 inh	TIM10 inh	APJ antag
50	O=C(NCCc1nc2ccc(Cl)cc2[nH]1)C1CCC(=O)N(Cc2cccc(F)c2)C1 (stereo not drawn)	-5	-3	-4	9	-1	0.2	-4	2	13
48	COc1cc2c(N3CCOCC3)cc(O)c(CC(=O)Nc3ccccc3)c2cc1OC	-5	-6	-1	13	-1	0.3	24	0	-5
52	COC(=O)C1=C(N)OC2=C(C(=O)CC(C)(C)C2)C1c1ccccc1OCC#N (stereo not drawn)	-4	22	-2	3	0	-1.5	17	7	4
51	CN(C)CC(=O)N1CCc2ccccc2C1	-1	1	0	9	-3	0.2	-15	-15	-13
